Screening results (PubChem BioAssay)
FBA Mtb inh: Mtb FBA enzyme inhibitors, primary screen, biochemical, fluorescence, strain H37Rv; purified M. tuberculosis FBA, fluorescence read-out; inhibition, % at 1 µM; 360,000 compounds, 2.3% hits; in the data active = inhibition above about 27%;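 note: 0% = vehicle and 100% = reference inhibitor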
Target sequence (P9WQA3 whole entry, looked up): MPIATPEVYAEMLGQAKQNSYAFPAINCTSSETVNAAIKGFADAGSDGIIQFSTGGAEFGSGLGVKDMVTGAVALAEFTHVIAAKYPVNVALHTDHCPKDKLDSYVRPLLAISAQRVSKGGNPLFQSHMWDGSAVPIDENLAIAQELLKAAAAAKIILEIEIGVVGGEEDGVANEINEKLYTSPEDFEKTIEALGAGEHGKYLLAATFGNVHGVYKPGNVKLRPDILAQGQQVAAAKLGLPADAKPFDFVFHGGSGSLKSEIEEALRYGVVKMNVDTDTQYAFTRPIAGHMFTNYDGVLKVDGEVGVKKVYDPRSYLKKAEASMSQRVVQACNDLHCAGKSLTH
Mtb UGM inh: M. tuberculosis UGM enzyme inhibitors, primary screen, biochemical, fluorescence polarization, single point; UDP-galactopyranose mutase (Mycobacterium tuberculosis (strain ATCC 25618 / H37Rv)), …; purified UGM, fluorescence polarization probe displacement; inhibition, % at 10 µM; 320,000 compounds, 0.06% hits; in the data active = inhibition above about 10%, passing the limit was not always enough; inconclusive = no clear call, values can overlap the other calls
Target sequence (P9WIQ1 whole entry, looked up): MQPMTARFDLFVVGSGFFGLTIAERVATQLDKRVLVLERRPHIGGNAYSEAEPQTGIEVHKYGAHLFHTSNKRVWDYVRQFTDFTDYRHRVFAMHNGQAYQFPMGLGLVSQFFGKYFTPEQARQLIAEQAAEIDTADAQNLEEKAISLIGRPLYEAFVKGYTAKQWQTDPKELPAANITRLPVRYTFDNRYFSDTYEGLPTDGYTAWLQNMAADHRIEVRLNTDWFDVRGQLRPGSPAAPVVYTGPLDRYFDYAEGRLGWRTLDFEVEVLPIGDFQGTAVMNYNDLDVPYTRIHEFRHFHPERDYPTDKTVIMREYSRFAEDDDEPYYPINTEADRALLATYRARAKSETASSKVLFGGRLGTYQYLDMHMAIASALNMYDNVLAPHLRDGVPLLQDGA
BoNT-F LC inh: BoNT/F light chain protease inhibitors, primary screen, biochemical, flow cytometry, MLPCN library; inhibition, % at 10 µM; Botulinum neurotoxin type F light chain protease (Clostridium botulinum); 360,000 compounds, 0.22% hits; Multiplex microsphere protease cleavage assay; AID 588497, 2011; in the data active = inhibition above about 35%, passing the limit was not always enough; inconclusive = no clear call, values can overlap the other calls; note: plate controls were buffer without enzyme for full effect and enzyme alone for no effect
BioA inh: M. tuberculosis BioA enzyme inhibitors, primary screen, biochemical, plate reader, single point, HTS. 7,8-diaminopelargonic acid synthase BioA (Mycobacterium tuberculosis). inhibition, % at 9.99 µM. AID 602481, 2012. 360,000 compounds, 0.096% hits. purified M. tuberculosis BioA enzyme; in the data active = inhibition above about 40%; inconclusive = no clear call, values can overlap the other calls
Rv3671c protease: Rv3671c serine protease inhibitors, primary screen, biochemical, fluorescence polarization, M. tuberculosis H37Rv; P9WHR9; inhibition, % at 5.96 µM; 320,000 compounds, 0.048% hits; AID 2606, 2010; in the data active = inhibition above about 38%;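 note: extracellular domain of Rv3671c used as enzyme; 0% = enzyme with DMSO and 100% = no enzyme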
DUSP3 inh: VHR1 phosphatase inhibitors, primary screen, biochemical, absorbance, uHTS; Dual specificity protein phosphatase 3 (Homo sapiens), P51452; recombinant VHR phosphatase, pNPP absorbance; inhibition, % at 13.3 µM; 290,000 compounds, 0.52% hits; AID 1654, 2009; in the data active = inhibition above about 50%; note: some compounds called inactive have numbers as strong as hits
Target sequence (P51452 whole entry, looked up): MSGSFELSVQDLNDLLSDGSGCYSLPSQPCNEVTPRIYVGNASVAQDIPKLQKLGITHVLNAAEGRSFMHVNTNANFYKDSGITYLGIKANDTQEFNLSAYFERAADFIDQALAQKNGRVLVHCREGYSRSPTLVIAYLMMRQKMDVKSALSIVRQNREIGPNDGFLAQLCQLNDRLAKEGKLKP
CCHF vOTU inh: CCHFV vOTU protease inhibitors, primary screen, biochemical, Pep-AMC substrate, fluorescence; Crimean-Congo hemorrhagic fever virus L polyprotein viral ovarian tumor (vOTU) protease …; inhibition, % at 11.5 µM; 370,000 compounds, 0.55% hits; AID 651958, 2012; note: 0% = vehicle wells with enzyme and 100% = no enzyme wells
MazEF act: activators of E. coli MazEF toxin-antitoxin RNase, primary screen, biochemical, fluorescence, uHTS | Endoribonuclease toxin MazF (Escherichia coli (strain K12)), P0AE70 | FAM/BHQ RNA-DNA oligo cleavage fluorescence, 5 h | activation, % at 20 µM | 350,000 compounds, 0.32% hits | AID 504720, 2011; in the data active = activation above about 50%
GDH-TPI counter: GDH-TPI coupling enzyme inhibitors, primary screen, artefact control for M. tuberculosis FBA inhibitor project, biochemical, absorbance, full deck; 360,000 compounds, 1.2% hits; AID 588335, 2011; inhibition, % at 4.8 µM; GDH-TPI coupled enzyme counterscreen, NADH absorbance;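 note: 0% = DMSO wells and 100% = wells lacking the enzyme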
FadD28 binding: inhibitors of FadD28 bisubstrate probe binding, primary screen, biochemical, fluorescence polarization, single point; inhibition, % at 12.5 µM; Mycobacterium tuberculosis FadD28 fatty-acid-AMP ligase; 360,000 compounds, 0.22% hits; in the data active = inhibition above about 8.5%, passing the limit was not always enough; inconclusive = no clear call, values can overlap the other calls
An asterisk follows results filed as active; u = inconclusive; x = not tested or not shown; & = joins results of further samples. Cut-off read from the data, not from the text of the source, unless noted: active = inhibition above about 30%; inactive = the rest.

SMILES	FBA Mtb inh	Mtb UGM inh	BoNT-F LC inh	BioA inh	Rv3671c protease	DUSP3 inh	CCHF vOTU inh	MazEF act	GDH-TPI counter	FadD28 binding
COc1ccc(CNC(=O)C(c2ccco2)N(Cc2ccccc2)C(=O)Cc2cccs2)cc1 (centres undefined)	-13	1.1	1	-1.1	-10	22	2	-4	-4	-2.9
N#Cc1c(SCc2ccccc2)sc(C(=O)c2ccccc2)c1N	0	-1.0	16	-0.3	1	28	10	-2	16	0.6
COC(=O)C1=C(C)N(C)C(C)=C(C(=O)OC)C1c1ccc(C(=O)OC)cc1	-2	-1.4	1	-0.3	8	19	1	-3	5	-4.1
O=C(CSc1nnc(-c2c[nH]c3ccccc23)o1)N(Cc1ccccc1)c1ccc(F)cc1	3	0.2	-6	-1.1	-90	9	x	0	18	-5.0
C=CCN(C(=O)c1csnn1)C(C(=O)NC1CCCC1)c1ccccc1 (centres undefined)	-1	1.0	7	0.8	2	12	16	11	8	-0.4
O=C(NCc1ccc(C(F)(F)F)cc1)C1CC(c2cccc(F)c2)=NO1 (centres undefined)	0	0.3	-4	0.6	3	0	3	3	-4	-1.0
COc1ccc(NC(=O)COc2coc(CN3CCc4ccccc43)cc2=O)cc1	1	3.1	-7	-1.3	1	x	1	2	8	-2.2
COc1ccc(CNC(=O)CCS(=O)(=O)Cc2cccc(Cl)c2)c(OC)c1	-2	3.5	7	-0.5	-1	4	2	-6	0	-1.0
Cc1ccc(NC(=O)C2CCCN(C3=NS(=O)(=O)c4ccccc43)C2)c(O)c1 (centres undefined)	1	-6.7	-8	1.2	7	x	6	11	-2	0.3
O=C(Nc1ccc2c(c1)OCO2)c1cc(C2CCCCN2C(=O)c2ccccc2)on1 (centres undefined)	-2	x	2	4.1	x	x	10	x	10	-1.6
O=C(NC1CC1)c1ccc(CS(=O)(=O)c2c(Cl)cccc2Cl)o1	-5	-1.1	-3	0.5	-2	25	-3	-1	-2	-3.6
O=C1CC(c2ccco2)CC(O)=C1C=Nc1cc(Cl)ccc1O (centres undefined)	-6	-0.4	22	-2.4	2	-2	18	-29	16	-0.6
COc1cc(CN2C[C@@H](CO)O[C@@H](n3cnc4c(N(C)C)ncnc43)C2)cc(OC)c1OC	-3	x	7	-0.2	x	x	1	x	7	-4.5
Cc1ccc2c(cnn2C(=O)CCC(=O)NCc2ccccc2Cl)c1	2	-0.7	-18	0.0	-4	41	-3	-2	-5	2.1
COC(=O)C1=C(C)N(C(C)c2ccccc2)C(=O)/C1=C\c1ccco1 (centres undefined)	-5	0.1	-4	x	4	23	16	3	11	-2.9
COc1ccccc1N1CCN(C2CCC(C)CC2)CC1 (centres undefined)	1	-0.6	u	-5.1	6	8	-1	4	-4	-4.3
CCCCc1nnc(NC(=O)CS(=O)(=O)Cc2ccccc2)s1	2	1.4	4	-0.4	4	33	0	0	-1	-0.3
Cc1cc(N(C)/N=C/c2ccccc2)nc(-c2ccccc2O)n1	-3	3.6	-4	x	-10	25	2	-2	3	-3.1
O=C(N/C(=C/c1ccccc1)C(=O)N1CCOCC1)c1ccc([N+](=O)[O-])cc1	-2	-4.4	-22	1.0	-2	-15	3	3	5	-2.3
Clc1ccccc1Sc1ccc(-c2ccccn2)s1	4	-3.2	-21	0.4	-2	-19	-4	-5	-3	-3.3
CCN1C(=O)CC(NCc2ccc(S(N)(=O)=O)cc2)C1=O (centres undefined)	3	-0.9	-6	-0.8	-1	21	6	4	1	-1.6
COc1ccccc1NC(=O)C1CCCN(c2ncnc3c2nc2n3CCCCC2)C1 (centres undefined)	-1	1.6	-10	2.3	10	3	-9	-4	2	-0.3
COC(=O)c1c(-c2ccccc2)[nH]c(-c2nccc3ccccc23)c1C(=O)OC	18	x	-2	x	x	x	-15	4	21	-0.2
COC(=O)C(C(=O)OC)=C(/C=C/N(C)C)N(C)C	-6	2.0	4	1.1	-1	22	18	9	38*	-1.8
Cc1ccc(C(=O)/C=C2\NCCNC2=O)cc1	3	-2.8	-24	0.2	-1	13	13	-5	29	0.4
COc1ccc(NC(=O)c2nnn(Cc3ccc(SC)cc3)c2N)c(OC)c1	5	-0.9	-3	-0.5	6	0	-1	0	7	-4.3
Cc1ccc(/C=c2\s/c(=C(/C#N)C(=O)N3CCCC3)n(Cc3ccco3)c2=O)s1	0	2.0	-2	-1.9	-5	-5	10	-13	11	-2.3
O=C(NN/C(=N/S(=O)(=O)c1ccc(Cl)cc1)c1ccccc1)c1ccc(O)cc1	8	1.2	-12	x	-3	-3	-9	-6	12	-1.5
CCc1ccc(/C=C2\SC(=S)N(CCC(=O)Nc3cc(C)on3)C2=O)cc1	-3	-0.8	3	x	-2	-6	1	-58	1	-2.2
S=C(NCCc1ccccc1)Nc1nccs1	3	-2.3	-6	-1.9	-3	x	5	1	-3	-1.8
COc1ccc(S(=O)(=O)N(C)C[C@H]2Oc3c(cccc3N(C)C)C(=O)N([C@H](C)CO)C[C@@H]2C)cc1	0	-1.2	-15	0.9&-0.6	0	x	-10	3	13	-2.5
O=C(NC(=S)Nc1ccc(Br)cc1F)C1CCCCC1	0	0.6	-6	-0.8	5	x	-3	1	22	-0.8
COc1ccc(CN(C(=O)c2oc3ccccc3c2C)C2CCS(=O)(=O)C2)cc1OC (centres undefined)	2	-0.2	4	16	3	-4	7	-1	0	0.3
Cc1nc2ccccc2n1Cc1ccccc1	2	0.6	-20	-0.4	-1	11	-1	6	-2	0.8
CNC(=O)c1cc(NC(=O)CCn2nc(-c3ccc(C)cc3)c3ccccc3c2=O)ccc1OC	3	-1.5	x	0.5	-3	17	0	2	0	-2.4
O=C(c1cc(S(=O)(=O)N2CCCCC2)ccc1F)N1CCCCC1	2	-1.2	-4	2.6	-1	34	x	2	6	1.1
CN1Cc2cnnn2-c2ccccc2C1C#N (centres undefined)	-1	x	-8	-0.4	x	x	-4	-1	3	-1.6
CN(C)CCN(C(=O)c1ccc2c(c1)OCCO2)c1nc2c(Cl)cccc2s1	7	0.6	-2	1.1	1	-9	-5	3	8	-2.5
Cc1cc(C)n2nc(S(=O)(=O)NC3CCCCC3)nc2n1	0	-0.6	-13	0.1	-4	28	-7	4	-1	-3.8
O=C1CSC(c2cn(-c3ccccc3)nc2-c2cc3ccccc3oc2=O)N1Cc1ccco1 (centres undefined)	2	-1.4	-5	-0.2	-4	26	-14	-1	31*	-1.7

A portion taken from the entries so far, for reference:
SMILES	FBA Mtb inh	Mtb UGM inh	BoNT-F LC inh	BioA inh	Rv3671c protease	DUSP3 inh	CCHF vOTU inh	MazEF act	GDH-TPI counter	FadD28 binding
O=C(NN/C(=N/S(=O)(=O)c1ccc(Cl)cc1)c1ccccc1)c1ccc(O)cc1	8	1.2	-12	x	-3	-3	-9	-6	12	-1.5
CCc1ccc(/C=C2\SC(=S)N(CCC(=O)Nc3cc(C)on3)C2=O)cc1	-3	-0.8	3	x	-2	-6	1	-58	1	-2.2
S=C(NCCc1ccccc1)Nc1nccs1	3	-2.3	-6	-1.9	-3	x	5	1	-3	-1.8
COc1ccc(S(=O)(=O)N(C)C[C@H]2Oc3c(cccc3N(C)C)C(=O)N([C@H](C)CO)C[C@@H]2C)cc1	0	-1.2	-15	0.9&-0.6	0	x	-10	3	13	-2.5
O=C(NC(=S)Nc1ccc(Br)cc1F)C1CCCCC1	0	0.6	-6	-0.8	5	x	-3	1	22	-0.8
COc1ccc(CN(C(=O)c2oc3ccccc3c2C)C2CCS(=O)(=O)C2)cc1OC (centres undefined)	2	-0.2	4	16	3	-4	7	-1	0	0.3
Cc1nc2ccccc2n1Cc1ccccc1	2	0.6	-20	-0.4	-1	11	-1	6	-2	0.8
CNC(=O)c1cc(NC(=O)CCn2nc(-c3ccc(C)cc3)c3ccccc3c2=O)ccc1OC	3	-1.5	x	0.5	-3	17	0	2	0	-2.4
O=C(c1cc(S(=O)(=O)N2CCCCC2)ccc1F)N1CCCCC1	2	-1.2	-4	2.6	-1	34	x	2	6	1.1
CN1Cc2cnnn2-c2ccccc2C1C#N (centres undefined)	-1	x	-8	-0.4	x	x	-4	-1	3	-1.6
CN(C)CCN(C(=O)c1ccc2c(c1)OCCO2)c1nc2c(Cl)cccc2s1	7	0.6	-2	1.1	1	-9	-5	3	8	-2.5

Other results
SMILES	FBA Mtb inh	Mtb UGM inh	BoNT-F LC inh	BioA inh	Rv3671c protease	DUSP3 inh	CCHF vOTU inh	MazEF act	GDH-TPI counter	FadD28 binding
Cc1ccc(N(Cc2ccccc2F)S(C)(=O)=O)c(C)c1	-2	-1.4	-3	x	-6	13	5	-7	1	-4.0
NC1=NC(=O)/C(=C/c2ccc(Br)cc2)S1	-1	1.7	5	-2.9	9	32	-7	10	13	0.0
O=C(O)CCc1nc(-c2ccccc2)no1	0	-1.3	-2	0.5	5	33	5	9	-5	-1.4
CC(C)CC(=O)Nc1nnc(S(=O)(=O)N(C)c2ccc(Cl)cc2)s1	2	-1.6	-16	-0.7	-4	27	-9	-7	-1	20*
O=C(Cn1c(SCC(=O)N2CCCc3ccccc32)nc2ccccc21)N1CCCC1	-4	2.5	-3	x	5	53*	x	4	-11	-4.2
O=C(NCc1ccc2c(c1)OCO2)c1cccc(F)c1	0	5.2	5	3.8	-7	-2	-1	0	-3	0.1
Cc1c(C)c2ccc(OC(C)C(=O)NCCc3c[nH]c4ccccc34)cc2oc1=O (centres undefined)	0	6.5	-6	1.0	0	12	10	14	-1	-4.7
CCc1c(C)nc(SCC(=O)NNC(=O)Cc2ccc(OC)cc2)[nH]c1=O	-1	1.3	2	-0.7	6	8	-8	-1	-5	-3.2
O=C(c1cc2c(ccc3ccccc32)oc1=O)N1CCCC1	166*	0.5	0	1.0	1	10	-163	13	16	0.2
CC(CN1CCOCC1)OC(=O)CCc1ccccc1 (centres undefined)	2	-2.4	-9	x	1	18	-4	-1	-1	-3.6
COCC1CCCCN1C(=O)c1cccc(OC2CCN(C(=O)C3CC3)CC2)c1 (centres undefined)	6	-0.9	-1	-4.8	-11	14	0	-9	3	x
COCCN1C(=O)CCC1(C)C(=O)NC1CCCC1 (centres undefined)	2	x	7	-4.7	x	x	26	x	x	-0.3
CCCCN(CCO)c1ncnc2sc(-c3ccccc3)cc12	14	2.6	-6	0.7	-17	-2	19	12	31*	-1.2
CCOC(=O)c1cc(-c2ccc(F)cc2)n(CCC(=O)NC2CCN(Cc3ccccc3)CC2)c1C	0	-0.5	-3	8.2	-1	6	10	-6	8	-1.7
CCOc1ccc(C2c3[nH]c4ccccc4c3C[C@H]3C(=O)N(C4CCN(Cc5ccccc5)CC4)CC(=O)N23)cc1OC (some centres undefined)	1	-2.2	-9	0.1	x	-3	-5	-16	-2	0.5
